# TDP1 block = blocks human tyrosyl-DNA phosphodiesterase 1. Q9NUW8. recombinant TDP1, AlphaScreen DNA substrate cleavage. Potency, µM (titrated, usually from 130 µM), without a hit: top-dose activity change, negative = inhibition, hits mostly inhibitors. 350,000 compounds, 0.28% hits; active = well fitted inhibition curve with a large enough effect; inconclusive = small, poorly fitted or top-dose-only effect; inactive = no such curve, though single readings can be large or run the other way; also: nearly all actives have a fitted effect of over 40% in size
# Target sequence (Q9NUW8 whole entry, looked up): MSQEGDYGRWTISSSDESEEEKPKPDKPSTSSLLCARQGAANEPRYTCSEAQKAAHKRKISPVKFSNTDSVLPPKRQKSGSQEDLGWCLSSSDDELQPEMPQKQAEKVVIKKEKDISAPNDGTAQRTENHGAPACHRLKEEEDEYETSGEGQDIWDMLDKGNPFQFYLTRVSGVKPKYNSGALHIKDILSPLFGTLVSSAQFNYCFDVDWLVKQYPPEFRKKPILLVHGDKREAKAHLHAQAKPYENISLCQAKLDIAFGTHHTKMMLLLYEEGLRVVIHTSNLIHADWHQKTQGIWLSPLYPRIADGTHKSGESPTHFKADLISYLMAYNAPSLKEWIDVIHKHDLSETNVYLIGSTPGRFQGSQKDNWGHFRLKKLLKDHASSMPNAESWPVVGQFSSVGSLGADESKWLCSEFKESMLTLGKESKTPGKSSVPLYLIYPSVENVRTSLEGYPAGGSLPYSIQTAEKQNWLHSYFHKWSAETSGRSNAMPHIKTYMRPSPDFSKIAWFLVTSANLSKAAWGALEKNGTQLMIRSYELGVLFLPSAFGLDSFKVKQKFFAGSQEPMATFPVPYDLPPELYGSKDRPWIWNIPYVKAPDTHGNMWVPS
#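 Signal: AlphaScreen proximity between streptavidin donor and anti-FITC acceptor beads on intact substrate. Reaction: Tdp1 1 nM, substrate 15 nM final, 5 min RT after 15 min compound preincubation.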
# Starred values were filed as active, the others as inactive; ? = inconclusive; & = joins results of further samples; [ ] = another dose, or the depositor's remark. % is scaled to controls: 0 for no effect and ±100 for the full control effect; potency is read from the fitted curve at half-maximal effect. These rows are one share of the data (hit frequency here may not be typical).
SMILES,TDP1 block
Cc1ccc(C2c3c(oc4ccc(Cl)cc4c3=O)C(=O)N2CCCN2CCOCC2)o1 (centres undefined),-5%
COc1ccccc1Nc1nc(-c2sc(NC(=O)c3cccc(Cl)c3)nc2C)cs1,9%
CCOC(=O)N1CCN([N+]([O-])=NOc2cc(O/N=[N+](\[O-])N(C)C)c([N+](=O)[O-])cc2[N+](=O)[O-])CC1,5%
CCCN(CCC)c1nc(C)cc(C(C#N)c2nc3ccccc3o2)n1 (centres undefined),-6%
COc1cc(C#N)c(NC(=S)N2CCOCC2)cc1OC,3%
CCCCNC(=O)c1ccc(-c2nc(CN3CCc4ccccc43)c(C)o2)cc1,-4%
COc1ccc(-c2nc3c(c4c2C[C@H](c2ccccc2)OC4)CN(C(=O)Nc2cccc(C#N)c2)CC3)c(C)c1,12%[12.3 µM]
Cc1ccc(/C=N/N(C)C2=NS(=O)(=O)c3ccccc32)o1,5%
O=C(NCC1CCCCC1)c1nnc(C(=O)NCC2CCCCC2)c2c1[nH]c1ccccc12,7%
COC(=O)C/C=C\[C@@H](C)[C@@H](/C=N\O[C@@H]1O[C@H](COC(C)=O)[C@H](OC(C)=O)[C@H](OC(C)=O)[C@H]1OC(C)=O)OC,5%[21 µM]
O=C1[C@H]2[C@H]3[C@H](O)[C@H](O)C/C(=N/OCc4ccccc4)[C@H]3CC[C@@H]2C(=O)N1C[C@@H]1CCCO1,7%[21 µM]
CC(C)C[C@@H](CC(=O)N[C@H](CC(=O)N[C@@H]1CCNC[C@H]1C(=O)N[C@H](CC(=O)N[C@@H](CCC(=O)O)CC(=O)O)Cc1ccccc1)C(C)C)NC(=O)[C@@H]1CNCC[C@H]1N,-2%

# A few values from the list:
# `COc1ccccc1Nc1nc(-c2sc(NC(=O)c3cccc(Cl)c3)nc2C)cs1` in TDP1 block has 9%
# `O=C1[C@H]2[C@H]3[C@H](O)[C@H](O)C/C(=N/OCc4ccccc4)[C@H]3CC[C@@H]2C(=O)N1C[C@@H]1CCCO1` in TDP1 block has 7%[21 µM]

# The list goes on.
SMILES,TDP1 block
Oc1c(C=NCc2ccc(F)cc2)[nH]c2ccc(Br)c(Cl)c12,2%
COc1ccc(O[C@H]2C=C[C@@H](c3ccccc3)O[C@H]2CO/N=C2/[C@H]3O[C@@H]3[C@@H](O)[C@H]3[C@H]2CCn2c(=O)n(-c4ccccc4)c(=O)n23)cc1,9%[21 µM]
O=C(N/N=C\c1ccco1)c1cncc(Br)c1,-5%
Cc1ccc2c(c1)C1(C=CC(=O)C=C1)CC(=O)N2C,7%
CCCCCCNc1nc2c(c(=O)n(C)c(=O)n2C)n1Cc1cccc(C)c1,3%
O=C1C2=CC[C@@H]3C(=O)N(c4ccc(F)cc4F)C(=O)[C@H]3[C@H]2[C@H](O)[C@H]2O[C@H]12,?
Cc1ccc(NS(=O)(=O)c2cc3c(cc2Cl)NC(=O)C3)cc1C,0%
O=S(=O)(c1ccc2nc(Cl)c(Cl)nc2c1)N1CCN(S(=O)(=O)c2c(F)cccc2F)CC1,-13%
CCCn1c(-c2ccc(F)cc2)nc2c(NC3CCN(Cc4ccccc4)CC3)nc(C)nc21,13%
CO[C@H]1COC(=O)[C@H]2CCCN2C(=O)[C@@H](C)COC(=O)C/C=C\[C@@H]1C,16%[21 µM]
CC1CCN(S(=O)(=O)c2ccc3c(c2)c(=O)c(C(=O)NCc2ccccc2Cl)cn3C)CC1,0%
CCC(C)(C)C(=O)O[C@@H]1C[C@H](C)C=C2C=C[C@H](C)[C@@H](CC[C@H]3C[C@@H](O)CC(=O)O3)[C@H]21,15%[21 µM]
C=C(NCc1ccccc1)c1ccccc1O,4%
O=C(Cc1ccccc1)c1c[nH]c(C(=O)NCCCn2ccnc2)c1,8%
OC[C@@H]1O[C@H](O)[C@H](O)[C@@H](O)[C@@H]1O,13%
CC(C)C[C@@H](CC(=O)N[C@@H](CCC(=O)O)CC(=O)O)NC(=O)[C@@H]1CCCC[C@H]1NC(=O)C[C@H](CCCN)NC(=O)C[C@H](CO)NC(=O)[C@@H]1CCCC[C@H]1N,-1%
COc1cc(OC)c2c(-c3ccccc3)cc(=O)oc2c1C(CC(=O)N1CCN(c2ccccc2)CC1)c1ccc2c(c1)OCO2 (centres undefined),?
CC(=O)c1c(C)oc2c1cc(NS(=O)(=O)c1c(C)cc(C)cc1C)c1ccccc12,0%
CC(C)CC(O)C(=O)Nc1cc(C(F)(F)F)ccc1Cl (centres undefined),-4%
NCCCC[C@H](NC(=O)[C@H](Cc1c[nH]c2ccccc12)NC(=O)[C@H](CC(=O)O)NC(=O)[C@H](Cc1cnc[nH]1)NC(=O)[C@H](CO)NC(=O)[C@H](Cc1c[nH]c2ccccc12)NC(=O)[C@H](Cc1cnc[nH]1)NC(=O)[C@@H]1CCC(=O)N1)C(=O)N1CCC[C@H]1C(=O)NCC(N)=O,13%
COC(=O)C(C(C)=O)C(NC(=O)OC(C)(C)C)c1ccccc1 (centres undefined),3%
Cc1cc(C)c(O)c(N)c1,2%
CCCC/C=C/[C@H](c1ccccc1)[C@H](CO)Cc1ccccc1,-13%
CC(C)CO/N=C1/C[C@@H](O)[C@@H](O)[C@@H]2[C@@H]3C(=O)N(C[C@@H]4CCCO4)C(=O)[C@H]3CC[C@@H]12,8%[21 µM]
O=C(CN1CCC(N2CCCCC2)CC1)N1CCOCC1,-1%
Cc1o[nH]c(=O)c1CCC(N)C(=O)O (centres undefined),0%
COc1ccc(C2CC(=O)c3cnc(N4CCc5ccccc54)nc3C2)c(OC)c1 (centres undefined),5%
Cc1nc(NC2CCCCC2)c2nc(-c3ccccc3)n(CCCN3CCOCC3)c2n1,15%
COc1ccc(N(CC(=O)N/N=C/c2ccc3c(c2)OCO3)S(=O)(=O)c2ccccc2)cc1,-3%
Cc1ccc(S(=O)(=O)c2c(Nc3ccccc3)sc(C(=O)c3ccc4c(c3)OCO4)c2N)cc1,3%
Cc1ccc(S(=O)(=O)Nc2cccc3ccc(C)nc23)cc1,16%
[C-]#[N+]/C(C#N)=C\c1cc(C(C)(C)C)c(O)c(C(C)(C)C)c1,12%
COC(=O)c1ccc(C(NC(=O)OCc2ccccc2)/C(=C/[C@@H](C)C(=O)N(C)C)c2cccnc2)cc1 (some centres undefined),5%
Cc1cc(C)nc(/N=C2\NC(=O)CC(C(=O)O)N2c2ccc(F)c(Cl)c2)n1 (centres undefined),1%
COC(=O)C/C=C/[C@@H](C)[C@@H](/C=N/OCC[C@@H]1C=C[C@H](OC(C)=O)[C@@H](COC(C)=O)O1)NS(=O)(=O)c1ccc(C)cc1,3%
NC(=O)Nc1nc2ccccc2[nH]1,7%

# 3 of the compounds above, as labelled records.
COc1ccc(C2CC(=O)c3cnc(N4CCc5ccccc54)nc3C2)c(OC)c1 (centres undefined)
  TDP1 block: 5%
Cc1o[nH]c(=O)c1CCC(N)C(=O)O (centres undefined)
  TDP1 block: 0%
COC(=O)C/C=C/[C@@H](C)[C@@H](/C=N/OCC[C@@H]1C=C[C@H](OC(C)=O)[C@@H](COC(C)=O)O1)NS(=O)(=O)c1ccc(C)cc1
  TDP1 block: 3%

# The list continues.
SMILES,TDP1 block
CCc1c2c(nc3cccc(OC)c13)OC(CC)C2 (centres undefined),7%
CCOc1ccc(CNC(=O)c2cc3c(s2)-c2ccccc2OC3)cc1,0%
CC(C)(C)NC(=O)[C@H]1CN(Cc2cccnc2)CCN1C[C@@H](O)C[C@@H](Cc1ccccc1)C(=O)N[C@H]1c2ccccc2C[C@H]1O,9%
Cc1ccccc1OCC(=O)Nc1ccc(-c2nc3ccccc3o2)cc1,-3%
Cc1cccc(S(=O)(=O)NC2CCN(C#N)C2)c1 (centres undefined),0%
CC(C)(C)c1ccc(/C([O-])=C(/C(=S)NCc2ccco2)[n+]2ccccc2)cc1,6%
COc1ccc(-n2nc3cc(C)c(NC(=O)CC(C)C)cc3n2)cc1,3%
COCOc1ccc(OC)cc1C(=O)/C=C/c1ccc(OC)c(Br)c1,12%&7%
CC(C)(C)CC(C)(C)c1ccc(OCOCCOCCO)c(Cc2cc(C(C)(C)CC(C)(C)C)cc(Cc3cc(C(C)(C)CC(C)(C)C)ccc3OCOCCOCCO)c2OCOCCOCCO)c1,7%[56.1 µM]
COc1ccc(C2C=C3CNS(=O)(=O)C3CC2OC(=O)c2cccs2)cc1 (centres undefined),15%
COc1cccc([C@@H]2Oc3ccc(OC)cc3C(=O)[C@H]2OC(=O)Nc2ccc(OC(F)F)cc2)c1,6%
Cn1c(SCC(=O)Nc2cc(=O)n(C)c(=O)n2C)nnc1C12CC3CC(CC(C3)C1)C2,4%

# A different layout for part of the listing above:
SMILES	TDP1 block
Cc1ccccc1OCC(=O)Nc1ccc(-c2nc3ccccc3o2)cc1	-3%
Cc1cccc(S(=O)(=O)NC2CCN(C#N)C2)c1 (centres undefined)	0%
CC(C)(C)c1ccc(/C([O-])=C(/C(=S)NCc2ccco2)[n+]2ccccc2)cc1	6%

# More compounds:
SMILES,TDP1 block
C=CCCCCCC,5%
O=C(NCc1ccccc1)C1(C(F)(F)F)C/C(=C/Cc2ccccc2)CCCO1 (centres undefined),11%
C/C=C/OC(=O)NC(c1ccccc1)[C@]1(C(C)=O)CCCC1=O (some centres undefined),5%[21 µM]
O=C1CCSc2ccc(S(=O)(=O)Nc3cccc(C(F)(F)F)c3)cc2N1,1%
O=c1n(Cc2cc3c(cc2Cl)OCO3)c(=O)n2n1CC[C@H]1/C(=N\OCc3ccccc3)[C@H]3O[C@@H]3[C@@H](O)[C@@H]12,-1%[21 µM]
C=CCN1c2ccccc2[C@]23C[C@@H](C(=O)OC)N(S(=O)(=O)c4ccc([N+](=O)[O-])cc4)C2=NC(C(=O)OC)=C(C(=O)OC)[C@H]13,9%[12.3 µM]
CCCC(=O)O[C@]1(C(=O)CO)CCC2[C@@H]3CCC4=CC(=O)CC[C@]4(C)C3C(O)C[C@]21C (some centres undefined),11%[56.1 µM]
C=CC[C@H](N)C(=O)O,7%[56.1 µM]
CCc1c(C)c(C#N)c2nc3ccccc3n2c1N1CCN(c2cc(C)ccn2)CC1,0%
COc1ccc([N+](=O)[O-])cc1NS(=O)(=O)c1ccc(Cl)c(C(=O)Nc2sc3c(c2C#N)CCCCC3)c1,-1%
CCn1ccc2cc(S(=O)(=O)N3CCCN(C(=O)Nc4ccc(C)cc4Cl)CC3)ccc21,3%
CCOC(=O)c1c(NC(=O)COc2cccc3c2CCN(Cc2ccc(F)cc2)C3=O)sc2c1CCC2,3%
CC(C)OC(=O)[C@@H]1C=C[C@H](C)[C@@H](CCCCOCc2ccccc2)O1,3%
Cc1ccc(-n2c(-c3cn(C)nc3C)n[nH]c2=S)cc1,-4%
O=C(c1ccccc1)N(C(=O)c1ccccc1)c1ncnc2c1C(c1ccccc1)c1c(ccc3ccccc13)O2 (centres undefined),3%
CN[C@H]1[C@H](O)[C@@H](O[C@@H]2[C@H](O)[C@@H](O[C@H]3OC(CN)=CC[C@H]3N)[C@@H](N)C[C@H]2N)OC[C@@]1(C)O,14%[21 µM]
COC(=O)C/C=C/[C@@H](C)[C@H](NC(=O)OCC(Cl)(Cl)Cl)c1ccccc1,4%
Cc1ccc(C(=O)Nc2ccc(Br)cc2)cc1S(=O)(=O)N1CCOCC1,-4%
C=CCC(C)(O)c1cccc(C(F)(F)F)c1 (centres undefined),7%
CCCCC/C=C\C\C=C/C=C/C=C/[C@@H](SCC(NC(=O)CCC(N)C(=O)O)C(=O)NCC(=O)O)[C@@H](O)CCCC(=O)O (some centres undefined),4%
COC(=O)Nc1ccc(Cl)c(Cl)c1,4%
COC(=O)c1ccc(C(NC(=O)OCc2ccccc2)/C(F)=C/[C@@H](C)C(=O)NCCc2c[nH]c3ccc(OC)cc23)cc1 (some centres undefined),13%
Cc1cccc(-c2[nH]c(C(C)(C)C)nc2-c2ccc3c(c2)OCO3)n1,20%
CC(=O)Nc1ccc(OC2=NS(=O)(=O)c3ccccc32)cc1,3%

# 5 compounds out of the list, sorted by length of the SMILES, ascending.
SMILES,TDP1 block
CC(=O)Nc1ccc(OC2=NS(=O)(=O)c3ccccc32)cc1,3%
Cc1ccc(C(=O)Nc2ccc(Br)cc2)cc1S(=O)(=O)N1CCOCC1,-4%
Cc1cccc(-c2[nH]c(C(C)(C)C)nc2-c2ccc3c(c2)OCO3)n1,20%
O=C(c1ccccc1)N(C(=O)c1ccccc1)c1ncnc2c1C(c1ccccc1)c1c(ccc3ccccc13)O2 (centres undefined),3%
CN[C@H]1[C@H](O)[C@@H](O[C@@H]2[C@H](O)[C@@H](O[C@H]3OC(CN)=CC[C@H]3N)[C@@H](N)C[C@H]2N)OC[C@@]1(C)O,14%[21 µM]

# Other records.
SMILES,TDP1 block
COc1ccc(C(=O)N(Cc2ccccc2)Cc2ccccc2)c(O)c1,-1%
CCc1ccc2oc(-c3cc(NC(=O)C(C)C)cc(C)c3O)nc2c1,1%
COc1ccc(-c2cc(=O)oc3cc(OCC(=O)c4cccc([N+](=O)[O-])c4)ccc23)cc1,5%
CCOc1ccc(CCNC(=O)COC(=O)c2cc(OC)c(OC)c(OC)c2)cc1OCC,-1%
COc1ccc2cc(CNc3ccc(C)cc3)c(=O)n(CC(=O)Nc3cccc(C(F)(F)F)c3)c2c1,3%
Cc1ccc(C(c2ccccc2)c2c(C)[nH]c3ccccc23)s1 (centres undefined),1%
CCCCCCCC/C=C\CCCCCCCC(=O)N[C@H](CO)Cc1ccc(O)cc1,10%
COc1ccc2c(c1)[C@H]1[C@H](CO2)[C@H](c2ccccc2)[C@]2(C)C(=O)N[C@@H](C)C(=O)N12,1%
CCCN(C(=O)c1noc2c1COc1ccc(C)cc1-2)c1ccc(Cl)c(Cl)c1,4%
COC(=O)[C@@H]1C[C@@H]2CC[C@@H](O)C[C@@H]2N1CC1CCCCC1,-3%
C[C@]12C[C@@](C)(C=C1/C=C/c1ccc(F)cc1)C(=O)C[C@H]2c1ccc(F)cc1,-5%
